AI-2 QS modul: Vibrio harveyi AI-2 quorum sensing modulation; Vibrio harveyi JMH597 AI-2 luminescence/OD600 ratio, 9 h; hits give low values; strain lacks LuxN and CqsS sensors; 0 = neutral-control median; activity change, % at 7.5 µM; 300,000 tested, 0.4% active; AID 2094; in the data active = activity change below about -75%, passing the limit was not always enough;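 note: luminescence divided by OD600 gain over 9 h not by final OD600 alone; inactives centre near 13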
HDAC3 inh: human HDAC3 inhibition; O15379; recombinant HDAC3, fluorogenic peptide/trypsin coupled, fluorescence; inhibition, % at 8.3 µM; 320,000 tested, 0.15% active; in the data active = inhibition above about 26%, passing the limit was not always enough
GSK3beta inhib: human GSK3beta kinase inhibition; activity score (negative = inhibition), % at 10 µM; P49841; 300,000 tested, 0.038% active; GST-GSK3beta kinase, ADP-Glo luminescence, 60 min; hits give low values;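 active = more than half of replicate wells score below -50%, meaning over 50% inhibition versus plate controls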;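 note: 0% = median DMSO wells and -100% = median GW8510 positive control wells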
Target sequence (P49841 whole entry, looked up): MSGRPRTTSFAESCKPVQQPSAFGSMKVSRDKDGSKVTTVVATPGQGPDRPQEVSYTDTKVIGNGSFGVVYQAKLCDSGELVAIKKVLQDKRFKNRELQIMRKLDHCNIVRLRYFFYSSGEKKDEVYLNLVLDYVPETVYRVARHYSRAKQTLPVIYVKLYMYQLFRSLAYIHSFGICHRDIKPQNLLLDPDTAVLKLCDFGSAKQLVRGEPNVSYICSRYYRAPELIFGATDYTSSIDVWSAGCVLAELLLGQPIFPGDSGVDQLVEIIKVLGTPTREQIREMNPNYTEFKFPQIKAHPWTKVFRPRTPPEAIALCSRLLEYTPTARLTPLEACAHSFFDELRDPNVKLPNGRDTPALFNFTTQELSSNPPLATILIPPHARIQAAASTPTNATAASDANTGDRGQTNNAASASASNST
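Test system: GST-fused GSK3beta enzyme, cell-free | Quantity: 1.6 ng GST-GSK3beta enzyme per well | Reagent: 25 µM ATP with peptide substrate | Schedule: 60 min enzyme reaction, room temperature | Signal: Luminescent ADP-Glo measurement of ADP formed | Read-out basis: Score relative to plate controls | Control set: DMSO and 20 µM GW8510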
PolyA inh: blocks polyadenylation in yeast reporter cells | S. cerevisiae SKY197-pL101 polyadenylation reporter, beta-gal luminescence; efflux-impaired pdr1/pdr3 knockout yeast; score 100 = 6 SD above DMSO | calls only at 12 µM | 300,000 tested, 0.02% active;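 active = lowest replicate activity score at least 50, where 100 means six control SD above control mean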;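 note: yeast exposed to compound for 9 h at 30 °C; higher score means more reporter readthrough which indicates perturbed polyadenylation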
HSP90 refold inh: blocks HSP90-mediated luciferase refolding in reticulocyte lysate; inhibition, % at 5.6 µM; Rabbit reticulocyte lysate, luciferase refolding luminescence, 3 h; 290,000 tested, 0.91% active;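 active = inhibition above the screen-wide mean plus 3 SD, computed separately per campaign, cut at about 16% in these data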;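 note: 0% = DMSO wells and 100% = 60 µM geldanamycin wells; inhibitors lower the luminescence because luciferase stays unfolded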
HSF1 activator: increases HSF-1 driven luciferase reporter signal; NIH3T3-HGL HSF-1 luciferase reporter, MG132, 8 h; 100% = twice DMSO control signal; activation, % at 9 µM; 300,000 tested, 1.7% active; AID 504408;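 active = mean replicate activation of at least 50% with a set share of replicates each reaching 50%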;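 note: 0% = median of the neutral control wells and 100% = twice that signal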
HSF1 inhib: HSF1 inhibition; NIH3T3-HGL HSE-luciferase, MG132-induced, luminescence 8 h; hits give low values; activity change, negative = inhibition, % at 7.5 µM (by protocol); 300,000 tested, 0.77% active; AID 2098;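 active = more than half of replicate wells show activity change below -50%, luminescence cut by over half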;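 note: luciferase reports HSF-1 transcriptional activity via heat shock element; 0% = median of DMSO wells and -100% = zero luminescence signal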
Platelet DG rel: platelet dense granule release activity | human platelet-rich plasma, SFLLRN dense granule ATP release, luminescence | inhibition, %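 (compounds screened at 7.5 µM in platelet-rich plasma)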 | 300,000 tested, 0.22% active;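 active = mean replicate score, as percent of positive control, at or above 50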
DYRK1A inh: Dyrk1A (rat) kinase inhibition | Q63470 | ADP-Glo luminescence, NFATc1 peptide | inhibition, % at 12.5 µM | 310,000 tested, 0.43% active | AID 504441; in the data active = inhibition above about 50%;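 note: plate controls were vehicle with enzyme for no effect and no enzyme for full effect; many of its hits are not listed in these tables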
GSK3 alpha inh: inhibitors of human GSK-3 alpha kinase | ADP-Glo luminescence, 60 min | P49840 | 320,000 tested, 0.1% active | inhibition, % at 10 µM;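 in the data active = inhibition above about 50%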;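 note: GST-tagged GSK-3 alpha with peptide substrate and 25 µM ATP; 0% = DMSO neutral wells and 100% = GW8510 positive control wells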
Target sequence (P49840 whole entry, looked up): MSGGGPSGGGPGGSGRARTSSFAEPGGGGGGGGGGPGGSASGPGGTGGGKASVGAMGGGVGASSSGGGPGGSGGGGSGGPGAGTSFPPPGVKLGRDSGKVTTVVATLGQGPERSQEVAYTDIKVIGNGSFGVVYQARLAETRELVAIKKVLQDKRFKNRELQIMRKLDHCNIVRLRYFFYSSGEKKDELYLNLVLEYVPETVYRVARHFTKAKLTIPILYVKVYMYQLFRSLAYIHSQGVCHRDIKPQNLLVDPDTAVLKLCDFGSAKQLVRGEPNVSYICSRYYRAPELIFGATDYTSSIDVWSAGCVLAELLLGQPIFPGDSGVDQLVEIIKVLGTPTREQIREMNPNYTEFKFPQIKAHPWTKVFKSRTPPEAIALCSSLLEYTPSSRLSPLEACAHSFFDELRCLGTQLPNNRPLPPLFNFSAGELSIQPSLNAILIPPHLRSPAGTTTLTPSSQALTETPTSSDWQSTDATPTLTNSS
The depositor's hits bear a star; i = inactive; . = not tested or not shown.

item	smiles	AI-2 QS modul	HDAC3 inh	GSK3beta inhib	PolyA inh	HSP90 refold inh	HSF1 activator	HSF1 inhib	Platelet DG rel	DYRK1A inh	GSK3 alpha inh
1	C[n+]1ccccc1N1CCN(c2ccccc2Cl)CC1	-12.4	8.0	-1.4	i	1.9	-4.7	-0.5	-7.3	-3.4	0.7
2	CN1CCN(c2ccc(NC(=O)Cc3ccccc3)cc2)CC1	-7.2	-1.7	-8.7	i	-0.3	-3.5	11.0	-5.9	0.6	0.2
3	CC(=O)Nc1ccc(NC(=O)C(C)N(C)CC(=O)Nc2ccccc2Br)cc1 (centres undefined)	4.6	-0.8	0.0	i	-0.2	13.7	-4.9	-1.9	4.4	-1.5
4	CCC(=O)N1CCN(c2ccc(NC(=S)NC(=O)c3cccc([N+](=O)[O-])c3)cc2)CC1	25.9	2.2	-0.7	i	-0.5	-12.3	-1.7	-2.1	11.7	-4.8
5	O=C(CNCCc1ccccc1)N1CCc2ccccc2C1	3.8	-7.2	2.3	i	-1.9	1.2	-5.0	-0.1	.	-5.2
6	O=C(COC(=O)c1ccccc1Nc1ccccc1)NCc1ccccc1	35.3	-8.9	0.3	i	-0.3	-0.1	7.4	-8.2	-2.1	0.0
7	CN(C)S(=O)(=O)c1cccc(NC(=O)COC(=O)c2cc(=O)[nH]c(=O)[nH]2)c1	20.2	-3.4	3.9	i	1.2	-5.9	2.3	-4.0	-0.6	-2.0
8	COc1ccccc1CNC(=O)CS(=O)(=O)c1ccc(C)cc1	15.2	0.7	1.5	i	-3.2	27.4	4.1	-1.2	0.4	3.0

The last two records of the part before open the next one.
item	smiles	AI-2 QS modul	HDAC3 inh	GSK3beta inhib	PolyA inh	HSP90 refold inh	HSF1 activator	HSF1 inhib	Platelet DG rel	DYRK1A inh	GSK3 alpha inh
7	CN(C)S(=O)(=O)c1cccc(NC(=O)COC(=O)c2cc(=O)[nH]c(=O)[nH]2)c1	20.2	-3.4	3.9	i	1.2	-5.9	2.3	-4.0	-0.6	-2.0
8	COc1ccccc1CNC(=O)CS(=O)(=O)c1ccc(C)cc1	15.2	0.7	1.5	i	-3.2	27.4	4.1	-1.2	0.4	3.0
9	COCCCNC(=O)C1CCCN(S(=O)(=O)c2ccc(C)cc2)C1 (centres undefined)	22.9	4.2	0.3	i	-3.0	2.7	-0.2	1.0	-4.1	-2.2
10	CC(C)C(NS(=O)(=O)c1cccs1)C(=O)NCc1ccccc1 (centres undefined)	11.5	0.3	-2.7	.	-3.8	5.0	5.1	-1.1	1.8	-1.3
11	Cc1cc(NC(=O)CSc2nc(C3CCCCC3)nc3ccccc23)no1	26.1	-0.8	0.0	i	0.2	37.6	32.1	-9.8	-1.7	-5.2
12	O=C(NC(=S)NCc1ccccc1)c1ccccc1	4.5	0.8	0.1	i	3.3	14.6	9.4	11.0	6.9	-1.0
13	Cc1ccc(CC(CC(=O)O)C(=O)Nc2ccc(Cl)cc2)cc1 (centres undefined)	5.1	-9.5	1.3	i	-0.5	-5.1	-4.5	1.0	-5.0	-6.0
14	O=C(CC(c1ccccc1)c1ccccc1O)N1CCCC1 (centres undefined)	13.8	-6.1	-0.4	i	3.8	-2.6	-0.5	-4.2	-2.8	.
15	COc1ccccc1N1CCN(c2nc3ccccn3c(=O)c2C=O)CC1	11.7	-1.7	-0.2	i	-0.2	1.3	-7.7	-4.8	3.4	0.1
16	COc1ccc(C(C(=O)NC2CCCC2)N(C(=O)c2ccco2)c2ccccc2C(C)=O)cc1OC (centres undefined)	11.2	-0.4	-1.1	i	0.6	24.3	-0.1	-1.5	1.2	-0.4

Next part.
item	smiles	AI-2 QS modul	HDAC3 inh	GSK3beta inhib	PolyA inh	HSP90 refold inh	HSF1 activator	HSF1 inhib	Platelet DG rel	DYRK1A inh	GSK3 alpha inh
17	CCCCOC(=O)CCCc1ccc([N+](=O)[O-])cc1[N+](=O)[O-]	20.9	10.8	0.6	i	4.8	65.0*	21.6	-4.7	3.1	3.7
18	COc1ccc(-n2c(C)cc(/C=N/Nc3nc(N4CCOCC4)nc(N4CCOCC4)n3)c2C)cc1	15.8	-2.8	3.7	i	-0.2	1.6	0.7	-5.2	-0.5	0.2
19	CCOc1ccccc1NC(=O)c1sc2nc(C)nc(N3CCOCC3)c2c1C	26.6	-0.9	-0.4	i	-3.4	20.8	-3.0	5.0	-12.9	-2.4
20	CC(=O)Nc1ccc(S(=O)(=O)Nc2cccc(-n3cnnn3)c2)cc1	10.1	-5.2	0.1	i	-2.2	-5.9	-4.4	-16.5	1.2	-1.1
21	CN1CCN(c2ccc(NC(=O)c3ccc4c(c3)OCCO4)cc2Cl)CC1	19.9	-1.1	3.0	i	-1.8	-27.5	-19.6	13.9	-2.7	-1.3
22	CC(=O)c1ccc(S(=O)(=O)NCCC(=O)OC(C)C(=O)Nc2ccc(F)cc2)cc1 (centres undefined)	16.9	2.6	1.2	i	.	-6.6	1.5	-19.8	11.7	-3.9
23	Cc1cc(C)cc(C(=O)NC(CC(N)=O)c2ccc(NCCN3CCCC3)c([N+](=O)[O-])c2)c1 (centres undefined)	23.9	9.1	3.3	i	-1.6	2.6	-4.6	0.5	-9.5	0.4
24	Cc1cc(C)cc(Nc2ncnc3nc[nH]c23)c1	7.9	1.8	2.0	i	7.3	12.5	3.0	6.3	10.7	3.1

New compounds follow:
item	smiles	AI-2 QS modul	HDAC3 inh	GSK3beta inhib	PolyA inh	HSP90 refold inh	HSF1 activator	HSF1 inhib	Platelet DG rel	DYRK1A inh	GSK3 alpha inh
25	Fc1ccc(NCc2nnc3n2CCCCC3)cc1	-1.9	-8.6	1.8	i	7.7	-2.6	-6.6	3.2	14.9	-1.2
26	NC(C(=O)O)C1CC(Cl)=NO1 (centres undefined)	21.4	-1.8	0.8	i	-0.1	-33.6	-23.2	1.0	.	-4.6
27	O=C(c1ccc(Cn2cc(Br)cn2)cc1)N1N=C(C(F)F)CC1(O)C(F)F (centres undefined)	14.0	4.0	-1.2	i	1.7	-5.3	-2.9	-8.8	0.6	-1.3
28	Cn1nc(-c2ccccc2)c(CO)c1Oc1ccc(F)cc1	6.4	6.8	0.2	i	-0.5	6.9	6.4	0.7	2.3	0.1
29	Cc1ccc(C(=O)NCCNS(=O)(=O)c2ccccc2)cn1	-0.8	-1.3	1.2	i	2.2	-13.7	4.0	0.5	-5.9	-1.4
30	Cc1ccc(CCNS(=O)(=O)c2c(C)nc3sccn3c2=O)cc1	23.2	6.8	0.5	i	0.2	-4.7	-6.1	19.7	0.9	-0.4
31	CC(C)OCCCNc1nc2c(-c3ccccc3)nnn2c2ccccc12	21.2	11.9	2.0	i	-5.1	-10.4	-3.8	-4.9	.	0.5
32	COc1ccc(CCn2c(-c3cccc([N+](=O)[O-])c3)nc3nc4ccccc4nc32)cc1OC	10.8	2.9	-0.3	i	6.1	-5.0	-7.9	15.5	-5.2	0.5

Further entries
item	smiles	AI-2 QS modul	HDAC3 inh	GSK3beta inhib	PolyA inh	HSP90 refold inh	HSF1 activator	HSF1 inhib	Platelet DG rel	DYRK1A inh	GSK3 alpha inh
33	C=CCOc1ccc(C2NC(=S)NC(C)=C2C(=O)c2ccccc2)cc1OC (centres undefined)	10.5	.	0.3	i	-2.7	-0.4	-1.9	-3.4	8.6	.
34	Cc1ccc(CN(Cc2ccco2)S(=O)(=O)c2ccc(S(=O)(=O)NCC3CCCO3)cc2)cc1 (centres undefined)	18.4	12.2	-2.9	i	-1.2	26.2	5.5	8.8	-10.2	-2.1
35	COc1ccc(COC[C@H](C)[C@H](O)[C@@H](C)[C@H]2OC(=O)[C@@H]2C)cc1	35.5	-1.1	0.0	i	.	4.7	-1.5	1.2	-4.8	3.3
36	O=C(Nc1sc2c(c1C(=O)NCC(O)CO)CCCC2)c1ccccc1 (centres undefined)	12.5	-0.9	-2.2	i	.	-16.2	-5.7	-1.6	3.9	-0.7
37	Cc1cc(C)cc(NC(=O)C(C)N2C(=O)c3ccccc3C2=O)c1 (centres undefined)	-30.5	-4.1	0.6	i	2.3	8.9	-4.3	5.6	4.3	-5.3
38	O=C(NCc1ccncc1)C(=O)NCC1OCCN1S(=O)(=O)c1ccc(F)cc1 (centres undefined)	17.6	1.7	0.4	i	2.0	1.7	-5.3	-8.5	-4.4	2.0
39	CC(C)CC1Nc2ncnc(N3CCOCC3)c2N(Cc2ccc(Br)cc2)C1=O (centres undefined)	0.4	0.8	1.1	i	.	7.7	2.0	-0.9	-10.6	-0.8
40	O=C(O)CSc1nnc2n(-c3ccccc3)c(=O)c3ccccc3n12	33.8	0.7	1.9	i	-1.9	2.1	-1.8	-1.4	0.4	-0.6

(next part)
item	smiles	AI-2 QS modul	HDAC3 inh	GSK3beta inhib	PolyA inh	HSP90 refold inh	HSF1 activator	HSF1 inhib	Platelet DG rel	DYRK1A inh	GSK3 alpha inh
41	CCn1c(=O)c(C(=O)NNS(=O)(=O)c2ccc(NC(=O)OC)cc2)c(O)c2ccccc21	24.1	2.7	-2.8	i	1.3	14.4	-4.4	10.1	0.7	-1.4
42	S=C(NCCCN1CCOCC1)Nc1ccc(Nc2ccccc2)cc1	12.5	4.3	0.1	i	-2.3	7.0	-0.3	8.6	-5.9	-0.8
43	COc1ccc(CN2C(=O)C(C)N(C(=O)c3c(F)cccc3F)c3ccccc32)cc1 (centres undefined)	1.2	4.6	0.6	i	8.0	4.4	1.5	-2.9	1.9	7.6
44	COc1cc(NC(=O)c2csc3c2CCCC3)ncn1	11.4	1.0	0.3	i	0.6	21.1	14.8	7.1	2.0	-0.9
45	O=C(CSc1nnc(-c2ccncc2)o1)Nc1cccc(F)c1	23.8	-2.1	-3.4	i	.	13.7	10.2	13.2	-3.3	1.2
46	COc1ccc(OC)c(CCNC(=O)CC2(CC3=NS(=O)(=O)c4ccccc4N3)CCCC2)c1	35.8	-0.2	1.1	i	0.3	3.3	2.0	-6.1	3.5	-0.9
47	CC1(C)CC(=O)C2=C(C1)NC(SCC(=O)Nc1ccccc1)=C(C#N)C2c1ccco1 (centres undefined)	12.5	11.2	0.0	i	0.7	-2.6	6.3	-4.2	-5.3	1.6
48	CS(=O)(=O)c1ccc(CNC(=O)[C@]2(C(F)(F)F)C[C@H](CCc3ccccc3)CCCO2)cc1	-2.1	3.6	-4.7	i	.	12.9	9.1	6.2	-3.6	1.7
49	O=C(Cc1cn2ccsc2n1)Nc1cccc2cnccc12	11.9	-0.4	0.1	i	-3.2	-5.2	-12.5	-0.6	16.1	-2.6

Some of the compounds tested; rates above refer to the full screens.
